Source: PubChem BioAssay (Southern Research Specialized Biocontainment Screening Center)
H37Rv inhibition – M. tuberculosis growth inhibition, HTS (AID 449762). M. tuberculosis H37Rv growth inhibition, 7H9 media; higher % means a stronger effect. inhibition, % at 25 µM, or IC50 in µM where a hit was titrated. 330,000 compounds, 0.59% hits; in the data active = a potency from the dose series; inconclusive = inhibition above about 70% without an active follow-up result;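 also: bacterial growth assessed after seven days of incubation; strong numbers were not always called active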
M. tuberculosis – growth inhibition of non-replicating M. tuberculosis (AID 488890); Mycobacterium tuberculosis non-replicating, growth inhibition; higher % means a stronger effect; inhibition, % at 25 µM, or IC50 in µM where a hit was titrated; 320,000 compounds, 0.39% hits; in the data active = a potency from the dose series; inconclusive = inhibition mostly from about 82% at the one dose, without a potency; inactive = the rest, 99 in 100 with inhibition below about 76%;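 also: plate controls were DMSO cells for no effect and high antibiotic wells for full effect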
inhibitors of VEEV – inhibitors of VEEV TC-83 cytopathic effect, confirmation, Vero cells (AID 588727); inhibition, % at 20 µM; hits with a dose series show IC50 in µM; Vero cells, VEEV TC-83 cytopathic effect inhibition; higher % means a stronger effect; 350,000 compounds, 0.13% hits; in the data active = a potency from the dose series; inconclusive = inhibition mostly from about 14% at the one dose, without a potency; inactive = the rest, 99 in 100 with inhibition below about 12%; also: strong numbers were not always called active
H1N1 NS1A inhibition – NS1A inhibition, H1N1 influenza, cell based functional assay (AID 504329); NS1A functional cell-based assay, percent inhibition; higher % means a stronger effect; inhibition, % at 12.5 µM, or IC50 in µM where a hit was titrated; 340,000 compounds, 0.3% hits; in the data active = a potency from the dose series; inconclusive = inhibition above about 27% without an active follow-up result; also: strong numbers were not always called active
PhoP GFP inhibition – PhoP regulon inhibitors, Salmonella typhi PhoP promoter GFP reporter, confirmatory (AID 1850); Salmonella Typhi PhoP-promoter GFP reporter, fluorescence, 4 h; higher % means a stronger effect; one-dose inhibition, % at 50 µM; IC50 in µM for titrated hits; 310,000 compounds, 0.33% hits; in the data active = a potency from the dose series; inconclusive = inhibition mostly from about 25% at the one dose, without a potency; inactive = the rest, 99 in 100 with inhibition below about 19%;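 also: 0% = induced wells with vehicle and 100% = uninduced wells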
inhibitors of VEEV 10K pilot screen – recorded beside inhibitors of VEEV, whose call it bears; inhibition, %; measured here: 10K pilot screen inhibition
* hit, by the source's call; i = inactive; ? = inconclusive; / = not tested or not shown.

SMILES | H37Rv inhibition | M. tuberculosis | inhibitors of VEEV | H1N1 NS1A inhibition | PhoP GFP inhibition | others
CCOc1ccccc1-n1c(SCC(N)=O)nnc1-c1ccccc1 | -8% | -18% | 5.0% | 2% | -13%
COc1ccccc1NS(=O)(=O)c1cc(NC(=O)c2ccccc2F)ccc1N1CCOCC1 | 7% | 28% | 4.3% | -5% | -7%
COc1cccc(CNC(=O)C2CCCN(S(=O)(=O)c3c(C)n[nH]c3C)C2)c1 (centres undefined) | -13% | 10% | i | 3% | -2%
O=C(COc1ccccc1)NCCSCc1ccccc1Cl | -2% | 61% | 2.2% | -1% | 7%
O=C(N/N=C/c1sc(N2CCOCC2)nc1-c1ccccc1)c1ccc(O)cc1 | 2% | -12% | 7.7% | 1% | -3%
CC(C)CN(C(=O)COC(=O)CNC(=O)c1ccccc1)c1c(N)n(Cc2ccccc2)c(=O)[nH]c1=O | -2% | -22% | 4.2% | -2% | 5%
O=C(C[n+]1ccccc1)N/N=C/c1ccc(Cl)cc1 | 19% | 5% | 3.3% | -9% | /
O=C(CNC(=O)/C(=C\c1ccccc1)NC(=O)c1ccc(Br)cc1)OCc1ccccc1 | ? | ? | ? | -19% | -7%
Brc1ccccc1OCCCN1CCCCCC1 | 8% | 25% | 1.4% | 11% | -3%
COC(c1ccccc1)c1nnc(CCC(=O)NCCc2ccc(Cl)cc2)o1 (centres undefined) | 0% | 1% | 1.5% | -6% | -4%
CC(=O)c1ccc(NC(=O)c2ccc(N3C(=O)c4cccnc4C3=O)cc2)cc1 | -4% | -18% | 2.7% | -7% | -10%
Nc1ncccc1C(=O)OCC(=O)N1CCN(S(=O)(=O)c2ccc(Cl)cc2)CC1 | 5% | 21% | 4.4% | -2% | /
Cn1cnc([N+](=O)[O-])c1Sc1nc(N)nc2c1ncn2Cc1ccccc1 | / | / | i | 1% | /
O=C(O)c1cccc(S(=O)(=O)N2CCN(Cc3ccc4c(c3)OCO4)CC2)c1 | 3% | -2% | 0.1% | 8% | 6%
CCOC(=O)N1CCC(NC(=O)CCC(=O)N2CCOc3ccccc32)CC1 | -5% | 2% | 1.6% | -18% | -4%
Cc1ccc(C)c(N2CCN(C(=O)C3CCCN(S(=O)(=O)c4cnc[nH]4)C3)CC2)c1 (centres undefined) | -14% | 14% | 0.8% | 1% | -2%
Cc1ccccc1N/C=C/C(=C(C#N)C#N)N(C)C | 8% | 12% | 0.7% | -3% | 4%
Cc1cccc(OCCCN2C(=O)C(=O)c3cc(C)ccc32)c1 | 4% | ? | 1.0% | 10% | -1%
CC(CNC(=O)c1cc(COc2ccc3ncccc3c2)on1)c1ccccc1 (centres undefined) | 15% | 62% | 5.2% | -2% | -4%
O=C(NCc1ccc(F)cc1)C(=O)c1cn(CC(=O)N2CCCC2)c2ccccc12 | 7% | 12% | 6.5% | 1% | 9%

Retrieved one by one from above, three records:
SMILES | H37Rv inhibition | M. tuberculosis | inhibitors of VEEV | H1N1 NS1A inhibition | PhoP GFP inhibition | others
Cc1cccc(OCCCN2C(=O)C(=O)c3cc(C)ccc32)c1 | 4% | ? | 1.0% | 10% | -1%
O=C(N/N=C/c1sc(N2CCOCC2)nc1-c1ccccc1)c1ccc(O)cc1 | 2% | -12% | 7.7% | 1% | -3%
Brc1ccccc1OCCCN1CCCCCC1 | 8% | 25% | 1.4% | 11% | -3%

Next section:
SMILES | H37Rv inhibition | M. tuberculosis | inhibitors of VEEV | H1N1 NS1A inhibition | PhoP GFP inhibition | others
O=C(NCC(c1ccco1)N1CCOCC1)c1ccc(F)cc1 (centres undefined) | 0% | -3% | 1.2% | -3% | 14%
CCc1nnc(NC=C2C(=O)OC(C)(C)OC2=O)s1 | -1% | -14% | i | -6% | -7%
CCn1cc(C(=O)N(C)c2ccccc2F)c2cc(OC)c(OC)cc2c1=O | 4% | -8% | 7.3% | 2% | -8%
CC(=O)/C(C(=N)N1CCN(c2cccc(Cl)c2)CC1)=C(\C)O | -9% | 7% | i | 3% | -8%
O=C(Oc1cc(=O)oc2ccccc12)c1ccccc1 | -4% | 8% | 0.4% | -1% | -3%
COc1ccc(OC2CCN(C(=O)Nc3ccc(C)cc3)CC2)cc1 | 0% | 43% | 0.5% | -7% | -2%
COc1ccc(C(=O)NCC(=O)N2CCCC(C(F)(F)F)C2)cc1OC (centres undefined) | 0% | -7% | 1.8% | -7% | -6%
CCc1nn(CCCC(=O)N2CCN(c3ccc(OC)cc3)CC2)c(=O)c2cc3occc3n12 | -6% | 20% | 4.2% | 5% | -10%
COc1cc(C2NC(=O)N(C)C3=C2C(=O)CCC3)cc(OC)c1OC (centres undefined) | -14% | 1% | i | 5% | 18%
CC(C)(C)c1ccc(Oc2ncccc2NC(=O)c2cccs2)cc1 | 4% | 4% | i | 7% | 4%
COc1ccc(-n2nc(C(=O)NCc3cc(OC)ccc3OC)c3c4ccccc4n(C)c3c2=O)cc1 | 9% | -1% | 0.6% | -2% | -6%
CN(C)c1ccc(/C=C/c2nc3ccccc3c(=O)[nH]2)cc1 | 5% | 6% | i | -11% | -13%
COc1ccc(-c2nsc3c(N4CCN(C(=O)c5ccco5)CC4)ncnc23)cc1 | 3% | 13% | 6.0% | 2% | -1%
O=C(Cn1nnc2ccccc21)N/N=C/c1ccco1 | -3% | 8% | 0.7% | 1% | -7%
COc1cnn(-c2ccc([N+](=O)[O-])cc2)c(=O)c1Cl | -2% | 19% | 4.8% | 1% | 8%
O=S1(=O)NC(=NCc2ccco2)c2ccccc21 | -2% | -21% | 0.3% | 0% | -5%
CCN(CC)C(=O)CSc1nnc(CNc2ccc(F)cc2)o1 | -1% | -3% | 1.2% | 16% | -9%
C/C(=N\O)C(C)(C)Nc1cccc(Br)c1 | -4% | -7% | 1.8% | 6% | -2%
COc1ccc(S(=O)(=O)Cc2ccc(C(=O)N3CCN(c4ccccc4F)CC3)o2)cc1 | -1% | / | 9.9% | 1% | 2%
CCOC(=O)N1CCN(C(=O)c2cccc(N3C(=O)NC4CC3(C)Oc3ccc(Cl)cc34)c2)CC1 (centres undefined) | 6% | 1% | 0.1% | -4% | 5%
CCN(CC(=O)Nc1cccc(OC)c1)C(=O)c1ccc(C)s1 | -4% | 3% | 2.1% | -10% | 13%
O=C(CNC(=O)c1cccc(F)c1)N/N=C/c1cc(Br)ccc1OC(=O)/C=C/c1ccco1 | / | / | 11% | -10% | /
CC(C)N(C(=O)COC(=O)c1cccc(S(=O)(=O)N2CC3(C)CC2CC(C)(C)C3)c1)C(C)C (centres undefined) | / | / | 5.9% | -4% | /
O=C(Nc1ccccc1NC(=O)c1ccccc1F)c1ccccc1F | 0% | 6% | 1.9% | 6% | -7%
COc1ccccc1CC(=O)N(Cc1ccccc1)c1cccc(C)c1 | -9% | 25% | 3.8% | 11% | -9%
CCC1(c2ccccc2)NC(=O)N(CC(=O)NC2CCCC2)C1=O (centres undefined) | / | / | 2.1% | -6% | /
Cc1ccc(N2CCN(C(=S)c3ccc(-c4cccc([N+](=O)[O-])c4)o3)CC2)cc1 | 1% | 12% | 1.3% | 8% | -9% | inhibitors of VEEV 10K pilot screen=3.0
O=C1CCCN1CC#CCN1CCCC1 | -4% | -7% | 0.1% | -3% | 20%
O=C(CSc1nc2ccc(Nc3nc(N4CCOCC4)nc(N4CCOCC4)n3)cc2s1)Nc1ccccc1Cl | ? | 10% | 10% | -5% | -6%
COc1ccc(S(=O)(=O)NCc2csc(-c3cccnc3)n2)cc1 | 3% | -15% | 1.4% | -20% | 1%
CCOC(=O)N1CCN(C(=O)c2ccc(Cl)c(S(=O)(=O)N3CCOCC3)c2)CC1 | 0% | 1% | 5.5% | -6% | 4%
Nc1nnc(SCC(=O)N2CCN(c3ccccc3)CC2)n1-c1ccccc1 | 7% | 4% | 2.2% | -10% | -3%
N#Cc1ccc(C23CC4(C2)[C@H](CN(CC2CCCCC2)[C@@H]4c2ccccc2)C3c2ccccc2)cc1 (some centres undefined) | 6% | 68% | 1.0% | 7% | -1%
O=C(Nc1ccccc1F)C1CCN(C(=O)Cc2ccccc2)CC1 | -7% | 15% | i | 11% | -11%
Cc1ccc(NC(=O)c2nc3nccc(C)n3n2)cc1S(=O)(=O)N1CCCCC1 | 4% | 12% | 0.7% | -7% | /
NNC(=O)c1sc2cc(C(F)(F)F)cnc2c1-c1cccnc1 | 3% | 3% | 0.5% | 3% | 5% | inhibitors of VEEV 10K pilot screen=0.3
O=C(Cn1c(CO)nc2ccccc21)Nc1ccc2c(c1)OCCCO2 | 1% | 8% | 1.9% | -4% | /
C=C(C)CSc1nc2c(cc1C#N)CCC2 | 3% | -1% | 1.8% | -1% | -4%
COCCN(C(=O)COC(=O)c1cnc(C)cn1)c1c(N)n(Cc2ccccc2)c(=O)[nH]c1=O | 3% | -5% | 0.7% | 5% | 9%
CCOC(=O)c1[nH]c2c(c1C)C(=O)CC(c1ccc(OCC)c(OC)c1)C2 (centres undefined) | 4% | -1% | 3.2% | -2% | -6%
COc1cccc(CC2(CO)CCCN(Cc3cn[nH]c3-c3cc(C)ccc3C)C2)c1 (centres undefined) | -2% | 18% | 0.1% | 5% | 5%
O=C1c2cccc3c2N(CCC3)C(=O)C1(F)c1ccccc1 (centres undefined) | -9% | 0% | 8.3% | / | 1%
CCOP(=O)(OCC)/C(C#N)=C/c1ccoc1 | 10% | -8% | i | -1% | 8%
COCCCNC(=O)C(=O)N/N=C/c1cc2c(cc1Br)OCO2 | -6% | -9% | 1.2% | -3% | 2%
Cc1c(CCOC(=O)c2ccccc2)sc[n+]1Cc1ccccc1 | -6% | -4% | i | 1% | 4% | inhibitors of VEEV 10K pilot screen=0.3
CCC(=O)c1ccc(OCC(=O)OC(C)C(=O)NCc2ccc3c(c2)OCO3)cc1 (centres undefined) | 10% | -9% | i | 7% | 1%
COc1cc(O)oc1C=Nc1ccc(Oc2ccccc2)cc1 | ? | 67% | 4.2% | 6% | -2%
BrC(/C=N/Nc1nc(N2CCOCC2)nc(N2CCOCC2)n1)=C/c1ccccc1 | 4% | -8% | ? | 10% | -4%
Cc1nc2ccccc2c(=O)n1CCN1CCOCC1 | -4% | -2% | 0.5% | -7% | -6%
O=C(O)c1cccc(NC(CNS(=O)(=O)c2ccc(Cl)cc2)c2ccccc2)c1 (centres undefined) | 0% | 2% | 0.3% | -1% | 4%
Cc1ccccc1N1CCN(C2CCCN(C(=O)c3ccsc3)C2)CC1 (centres undefined) | -7% | -1% | 6.6% | 17% | -6%
O=C(NCc1ccccc1)C1CCCN(S(=O)(=O)c2cccc3nonc23)C1 (centres undefined) | 4% | -6% | i | -4% | 2%
CC1Cn2c(nc3sc4c(c3c2=O)CC(C)(C)OC4)N1CCO (centres undefined) | 2% | -8% | 1.2% | -10% | 5%
O=C(NCCCN1CCOCC1)c1onc(CSc2nc3ccccc3[nH]2)c1C(=O)NCCCN1CCOCC1 | 7% | 11% | 0.5% | 6% | 20%
CCCOc1ccc(Cc2nn[nH]n2)cc1 | -7% | 2% | 1.0% | 21% | -9%
CCN(Cc1ccccc1)C(=O)c1cc2cc(OC)c(OC)cc2[nH]1 | -1% | -12% | 0.9% | -14% | 3%
CS(=O)(=O)N(CC(=O)NC1CCCC1)C1CCCCC1 | -3% | 4% | 1.1% | 0% | 13%
Cc1ccc(/C=N/NC(=O)c2ccc(C(=O)N/N=C/c3ccc(C)s3)o2)s1 | -14% | / | 1.4% | 22% | 2%
Cc1ccsc1C(=O)OCc1csc(-c2ccccc2)n1 | -7% | 74% | 1.2% | -6% | 2%
Cc1cccc[n+]1CC(=O)c1ccc2c(c1)OCCO2 | -1% | -4% | 0.2% | -8% | 1%
CC(=O)Oc1ccc(C(=O)Nc2nccs2)cc1 | -7% | / | 4.2% | -3% | -4%

5 compounds from above, arranged by length of the SMILES, rising:
SMILES | H37Rv inhibition | M. tuberculosis | inhibitors of VEEV | H1N1 NS1A inhibition | PhoP GFP inhibition | others
CCCOc1ccc(Cc2nn[nH]n2)cc1 | -7% | 2% | 1.0% | 21% | -9%
CCOP(=O)(OCC)/C(C#N)=C/c1ccoc1 | 10% | -8% | i | -1% | 8%
COc1cc(O)oc1C=Nc1ccc(Oc2ccccc2)cc1 | ? | 67% | 4.2% | 6% | -2%
COCCCNC(=O)C(=O)N/N=C/c1cc2c(cc1Br)OCO2 | -6% | -9% | 1.2% | -3% | 2%
CCN(Cc1ccccc1)C(=O)c1cc2cc(OC)c(OC)cc2[nH]1 | -1% | -12% | 0.9% | -14% | 3%
